Screening results: PubChem, National Center for Advancing Translational Sciences (NCATS)
HP1b binding inh: inhibitors of HP1-beta chromodomain binding to methylated histone tails; AlphaScreen HP1-beta / biotin-H3K9me3 peptide binding; Potency, µM (top dose mostly 114 µM), without a hit: top-dose activity change, negative = inhibition, most hits filed as inhibitors; hit rate 0.56% among 390,000; AID 540317; note: potency is the fitted concentration of half-maximal effect; nearly all actives have a fitted effect of over 70% in size; inactives centre near 23
Target sequence (P83916 whole entry, looked up): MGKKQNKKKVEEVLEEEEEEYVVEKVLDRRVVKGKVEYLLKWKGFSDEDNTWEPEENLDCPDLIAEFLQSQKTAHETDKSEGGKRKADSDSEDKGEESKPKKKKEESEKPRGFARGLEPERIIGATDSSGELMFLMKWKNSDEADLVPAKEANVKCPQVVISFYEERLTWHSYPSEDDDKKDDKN
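AlphaScreen: HP1-beta (50 nM) preformed 30 min with biotin-H3(1-18)K9me3 peptide (50 nM) in PBS pH 7.4, 0.01% Tween-20. Compound added for 30 min at RT, then streptavidin donor/nickel chelate acceptor beads (10 ug/mL) for 30 min.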
Pin1 inh: human Pin1 inhibition; Pin1 FP peptide displacement, HiFluor488, 10 min; Potency, µM (highest dose often 115 µM), inactives show top-dose activity, negative = inhibition, most hits filed as inhibitors; Q13526; hit rate 0.009% among 390,000; active = well fitted inhibition curve with a large enough effect in the polarisation, with a control signal flat, not every such curve was filed as active; inconclusive = small, poorly fitted or top-dose-only effect, or effect the other way, or a change in a side signal; inactive = no such curve, though single readings can be large or run the other way; the % refers to the polarisation; note: potency is the fitted concentration of half-maximal effect; % is set by controls: 0 for no effect and ±100 for the full control effect
Target sequence (Q13526 whole entry, looked up): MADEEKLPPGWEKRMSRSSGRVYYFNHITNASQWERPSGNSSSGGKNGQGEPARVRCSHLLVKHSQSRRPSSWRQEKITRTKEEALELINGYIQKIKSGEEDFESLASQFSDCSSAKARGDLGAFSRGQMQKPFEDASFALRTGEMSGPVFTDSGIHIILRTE
ERG-DNA inh: blocks human ERG Ets domain binding to DNA. Potency, µM (top dose mostly 76.9 µM), for inactives: top-dose FP activity, negative = inhibition, hits mostly inhibitors. hit rate 0.028% among 370,000. P11308. fluorescence polarization, His-ERG Ets domain / labelled DNA; active = well fitted inhibition curve with a large enough effect in the polarisation, with a control signal flat; inconclusive = small, poorly fitted or top-dose-only effect, or effect the other way, or a change in a side signal; inactive = no such curve, though single readings can be large or run the other way; the % refers to the polarisation;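 note: polarization taken with two DNA probes labelled with fluorescein and Texas red; potency is the fitted concentration of half-maximal effect; % of control where 0% means no effect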
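His-tagged ERG Ets domain (1 uM in the protein solution; 300mM KCl, 50mM Tris-HCl, 1mM EDTA, 1mM DTT, pH 7.5) received compound, then a probe mix of 5 nM fluorescein-DNA and 100nM Texas-615-DNA. Fluorescence polarization was read for both dyes.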
G9a inh: inhibitors of human histone lysine methyltransferase G9a; Q96KQ7; Potency, µM (doses to about 102 µM), for the others: top-dose activity, negative = inhibition, most hits filed as inhibitors; G9a H3K9 monomethylation, AlphaScreen, 2 h; hit rate 8.8% among 350,000; note: potency is the fitted concentration of half-maximal effect; % is set by controls: 0 for no effect and ±100 for the full control effect; nearly all actives have a fitted effect of over 75% in size
Target sequence (Q96KQ7 913-1193 limits assumed): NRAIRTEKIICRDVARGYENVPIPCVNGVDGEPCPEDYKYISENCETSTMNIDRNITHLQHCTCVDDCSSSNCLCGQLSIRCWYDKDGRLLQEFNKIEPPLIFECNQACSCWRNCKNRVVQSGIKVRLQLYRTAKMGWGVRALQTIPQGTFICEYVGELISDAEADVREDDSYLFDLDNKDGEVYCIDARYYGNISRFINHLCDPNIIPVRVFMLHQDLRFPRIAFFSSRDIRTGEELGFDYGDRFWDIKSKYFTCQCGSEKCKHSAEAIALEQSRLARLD
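Methyltransferase reactions run at room temperature for 2 h (20 nM enzyme, 500 nM biotin-H3K9 peptide, 20 uM SAM) after a 15 min compound preincubation; product detected by AlphaScreen beads and anti-H3K9me1 antibody.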
PI4K2A inh: inhibitors of human PI4K2A. Q9BTU6. purified PI4K2A, ADP-Glo luminescence, 1 h; stronger effect = lower value. activity change, negative = inhibition, % at 76.9 µM. hit rate 0.13% among 420,000. AID 1346378; in the data active = activity change below about -50%; inconclusive = mostly about -30% to -49%;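 note: -100% = wells without enzyme as full effect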
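In this quantitative HTS, ADP production by PI4K2A was quantified luminescently after 1 h at ambient temperature; 100 microM adenosine served as plate-quality control.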
PGK inhibitor: blocks T. brucei phosphoglycerate kinase | P07378 | PGK/GAPDH coupled, Kinase-Glo luminescence, 60 min | Potency, µM (doses to about 57.5 µM), for the others: at the highest dose activity change, negative = inhibition, actives largely listed as inhibitors | hit rate 0.043% among 380,000; note: potency is the fitted concentration of half-maximal effect; % is set by controls: 0 for no effect and ±100 for the full control effect; nearly all actives have a fitted effect of over 60% in size
Target sequence (P07378 whole entry, looked up): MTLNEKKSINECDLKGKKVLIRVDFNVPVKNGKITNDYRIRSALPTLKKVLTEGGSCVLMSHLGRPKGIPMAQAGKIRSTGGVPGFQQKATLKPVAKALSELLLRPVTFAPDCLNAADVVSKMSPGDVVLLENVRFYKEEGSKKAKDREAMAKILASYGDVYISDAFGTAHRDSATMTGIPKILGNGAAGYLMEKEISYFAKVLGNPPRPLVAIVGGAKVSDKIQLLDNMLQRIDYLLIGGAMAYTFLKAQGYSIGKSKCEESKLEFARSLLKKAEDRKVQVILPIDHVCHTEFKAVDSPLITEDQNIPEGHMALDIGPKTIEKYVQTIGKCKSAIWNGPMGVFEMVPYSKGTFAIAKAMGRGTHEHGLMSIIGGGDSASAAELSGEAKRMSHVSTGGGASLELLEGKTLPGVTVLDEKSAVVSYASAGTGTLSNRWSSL
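Recombinant glycosomal PGK reaction used 1,3-bisphosphoglycerate generated in-well by GAPDH (100nM final) in 100mM TEA pH 7.6, 5mM MgCl2, 0.01% Tween-20. After 60 minutes at room temperature, ATP was read by Kinase-Glo Plus luminescence end-point.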
JMJD2A Tudor: JMJD2A Tudor domain (human) inhibition; O75164; AlphaScreen JMJD2A-Tudor / H3K4me3 peptide binding; Potency, µM (highest dose often 114 µM), for inactives: top-dose activity change, negative = inhibition, actives largely listed as inhibitors; hit rate 4.4% among 390,000; AID 504339; note: potency is the fitted concentration of half-maximal effect; % is set by controls: 0 for no effect and ±100 for the full control effect; nearly all actives have a fitted effect of over 50% in size
GLS inh: glutaminase GLS (human) inhibition. O94925. GLS enzymatic activity, qHTS titration. Potency, µM (series often up to 45.5 µM), for inactives: at the highest dose activity change, negative = inhibition, most hits filed as inhibitors. hit rate 0.21% among 410,000. AID 624170; note: potency is the fitted concentration of half-maximal effect; % is set by controls: 0 for no effect and ±100 for the full control effect
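Coupled fluorescence readout: glutamate oxidase/HRP/Amplex Red detect glutamate formed by hKGA from L-glutamine (1 mM solution added). Buffer 45 mM KH2PO4 pH 8.2, 0.02% Tween-20; reads at t0 and 30 min RT.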
BAZ2B inh: inhibitors of human BAZ2B bromodomain; AID 504333; Q9UIF8; hit rate 4.4% among 360,000; Potency, µM (series often up to 114 µM), inactives show at the top dose activity change, negative = inhibition, most hits filed as inhibitors; AlphaScreen BAZ2B-H3K14Ac peptide displacement; note: potency is the fitted concentration of half-maximal effect; % is set by controls: 0 for no effect and ±100 for the full control effect; nearly all actives have a fitted effect of over 60% in size
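Compounds, titrated to a top concentration of 110 uM, were incubated 30 min at room temperature with preformed BAZ2B/acetyl-K14 H3 peptide complex (50 nM each). Proximity signal was measured by AlphaScreen after 20 min with beads.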
The depositor's hits bear a star; i = inactive; u = inconclusive; x = no result given; & = joins results of further samples; [ ] = remark or other dose. Unless noted, calls come from the whole dose curve; as a rule, active = well fitted curve in the direction sought with a large enough effect; inconclusive = small, poorly fitted or top-dose-only effect, or another doubt; inactive = no such curve, though single readings can be large; an effect the other way counts as inactive or inconclusive. Compounds as they come. Share with any hit: about 11%.

SMILES	HP1b binding inh	Pin1 inh	ERG-DNA inh	G9a inh	PI4K2A inh	PGK inhibitor	JMJD2A Tudor	GLS inh	BAZ2B inh
Cc1ccc(-n2nc(C)c(=O)c(-c3ccccc3)c2NC(=O)C(C)C)cc1	46%[activator]	-14%	-15%	7%[12.7 µM]	-4	0%	-7%	-4%	-5%
CC(C)OCC(O)CN1CCN(CCN2C(=O)c3cccc4cccc(c34)C2=O)CC1 (stereo unspecified)	24%	1%	1%	u	3	i	-25%	19%	-19%[57.1 µM]
CCc1ccc2nc(NC(=O)Cn3cnc4ccccc4c3=O)sc2c1	42%[activator]	13%	9%	u	0	2%	-2%	1%	-4%
CCN(CC)CCCn1c2c(c(SCC(=O)Nc3cccc4ccccc34)nc1=O)CCC2	13%	-2%	-13%	40µM*	-6	-8%	-17%	-11%	12%
COc1ccc(NC2c3ccccc3C(=O)N2Cc2ccc3c(c2)OCO3)cc1 (stereo unspecified)	u	-7%	-12%	45µM*	-2	i	40µM*	u	50µM*
CCOC(=O)c1sc2nc(C)nc(NCc3ccccc3OC)c2c1C	59%[activator]	4%	9%	32%	0	-4%	10%	1%	2%
Cc1cc(C)n(CCCNC(=O)CCNS(=O)(=O)c2ccccc2C(F)(F)F)n1	6%	8%	-9%	x	-1	-1%	-11%	5%	0%
CC(C)NS(=O)(=O)c1ccc(OCC(N)=O)c(Cl)c1	52%[activator]	-6%	-1%	-32%[59 µM]	5	-3%	12%	5%	-18%
Cc1cc(C(=O)OCC(=O)N(C)c2c(N)n(Cc3ccccc3)c(=O)[nH]c2=O)c(C)n1-c1ccccc1	25%	1%	-4%	24%[12.7 µM]	-4	-1%	-6%	-4%	6%
CN(C)C(=O)CSc1nc2ccc(N3C(=O)c4ccccc4C3=O)cc2s1	38%	17%	6%	x	-1	-10%	3%	-8%	-16%
COc1cc(-c2nnc(CSc3nnc(Nc4ccc(Oc5ccccc5)cc4)s3)o2)cc(OC)c1OC	17%	35%[activator]	-2%	u	2	i	-26%	-4%	-3%
S=C(Nc1ccc(Oc2ccccc2)cc1)NC1CCCC1	7%	4%	-7%	21%[59 µM]	4	-1%	-23%	13%	-22%
CCc1cccc(C)c1Nc1c(-c2cccs2)nc2ncccn12	26%	25%	-4%	-35%[59 µM]	-2	-1%	0%	0%	-35%
COc1ccc(CC(=O)N(C)Cc2cccc(F)c2)cc1S(=O)(=O)N1CCOCC1	13%	-3%	10%	11%[2.33 µM]	7	-2%	-12%	7%	7%
CCCCC#Cc1cncc(C(=O)N/N=C/c2ccccc2)c1	13%	7%	1%	x	1	-4%	-1%	-6%	6%
CC(c1ccncc1)C(C)c1ccncc1 (stereo unspecified)	25%	-1%	-15%	-7%[2.33 µM]	5	i	-21%	-3%	-5%
COc1ccc(-c2nnc(SCC(=O)Nc3sc4c(c3C#N)CCC4)n2CC2CCCO2)cc1 (stereo unspecified)	-18%	29%	7%	u	2	-1%	-33%	-14%	-26%
COn1c(C)c(C(C)=O)c2c3no[n+]([O-])c3ccc21	10%	-13%	5%	-16%	0	-1%	-3%	3%	1%
CN(C)Cc1c(C(=O)N/N=C/C2CC=CCC2)nnn1-c1nonc1N (stereo unspecified)	10%	-2%	-11%	18%	-9	2%	1%	6%	-1%
CS(=O)(=O)N(CC(=O)NC1CCCC1)Cc1ccc(Cl)cc1	25%	-9%	2%	-19%	4	3%	-6%	2%	-7%
Cc1cccc(C)c1NC(=O)C1C2C=CC(C2)C1C(=O)NCc1ccccn1 (stereo unspecified)	9%	-4%	3%	u	-1	x	-17%	0%	79µM*
COc1ccc(Br)cc1CNC(=O)CCN1C(=O)COc2ccccc21	18%	2%	x	-10%[59 µM]	-3	-4%	-13%	-4%	5%
CC(NC(=O)COC(=O)c1ccccc1Nc1ccccc1)c1ccccc1 (stereo unspecified)	38%	-4%	0%	-6%	0	0%	-3%	-2%	1%
CCOC(=O)C1C(=O)C=C(c2cccc(NS(C)(=O)=O)c2)CC1c1ccco1 (stereo unspecified)	7%	-4%	0%	u	7	-8%	u	8%	-29%
CCc1ccc(N2C(=O)CC(c3cc(OC)ccc3OC)C3=C2COC3=O)cc1 (stereo unspecified)	17%	u	-1%	-3%[59 µM]	1	-5%	-14%	-2%	-29%

2 neighbouring entries from above, quoted:
SMILES	HP1b binding inh	Pin1 inh	ERG-DNA inh	G9a inh	PI4K2A inh	PGK inhibitor	JMJD2A Tudor	GLS inh	BAZ2B inh
CC(C)NS(=O)(=O)c1ccc(OCC(N)=O)c(Cl)c1	52%[activator]	-6%	-1%	-32%[59 µM]	5	-3%	12%	5%	-18%
Cc1cc(C(=O)OCC(=O)N(C)c2c(N)n(Cc3ccccc3)c(=O)[nH]c2=O)c(C)n1-c1ccccc1	25%	1%	-4%	24%[12.7 µM]	-4	-1%	-6%	-4%	6%

Carrying on:
SMILES	HP1b binding inh	Pin1 inh	ERG-DNA inh	G9a inh	PI4K2A inh	PGK inhibitor	JMJD2A Tudor	GLS inh	BAZ2B inh
CCc1ccc(CNC(=O)c2cc(=O)[nH]c3ccc(S(=O)(=O)N4CCCCC4)cc23)cc1	42%[activator]	-2%	-1%	5%[59 µM]	2	-8%	-7%	-2%	-2%
Cn1cc(CNCc2cnc3ccccn23)c(-c2ccc(Oc3ccccc3)cc2)n1	8%	12%	-13%	-43%	-8	-3%	-34%	2%	u
CCOC(=O)c1cc(-c2ccccc2)n(CC(=O)N(C)c2ccc(OC)cc2)c1C	-9%	5%	0%	-49%[59 µM]	4	-9%	u	4%	u
CC1CCC2(CC1)NC(=O)N(CC(=O)Nc1cccc(S(=O)(=O)N3CCOCC3)c1)C2=O (stereo unspecified)	44%[activator]	3%	3%	-4%	3	-4%	-4%	-16%	-4%
Cc1c(-c2ccccc2)oc2c(C(=O)OCC(=O)Nc3ccc(F)cc3)cccc2c1=O	43%[activator]	-3%	4%	-10%[59 µM]	1	-8%	1%	0%	3%
CCOC(=O)C1CCCN(c2nc3c(S(=O)(=O)c4ccc(C)c(C)c4)nnn3c3ccc(Cl)cc23)C1 (stereo unspecified)	74%[activator]	45%[activator]	6%	33%[59 µM]	3	-7%	14%	-3%	5%
COc1ccc2c(c1)[nH]c1c(=O)n(/N=C/c3ccc(OC)c(CN4CCCC4)c3)cnc12	20%	10%	-22%	0%[12.7 µM]	8	-18%	3%[11.4 µM]	-1%	-13%
Cc1cc(=O)oc2cc(Oc3ncccc3[N+](=O)[O-])ccc12	20%	2%	4%	-28%	8	-11%	-12%[57.1 µM]	5%	u
CCCS(=O)(=O)N1CCC(C(=O)NCCC(C)C)CC1	37%	7%	-12%	-28%	0	-1%	6%	5%	36%
COc1ccc(CNC(=O)C2CCC(CNS(=O)(=O)c3cccs3)CC2)cc1 (stereo unspecified)	8%&33%	3%&2%	-2%&0%	11%	-1&1	-10%&5%	-13%&-5%	0%&3%	7%&0%
O=C(Nc1nnc(-c2ccccc2Cl)s1)c1ccccc1F	27%	2%	13%	2%	5	-8%	-11%	3%	0%
O=C(Cc1ccccc1)N/N=C/c1ccc2cccc(O)c2n1	7%	-4%	-9%	x	-16	-7%	-27%	-22%	-7%
C[C@H](CO)N1C[C@H](C)[C@@H](CN(C)S(=O)(=O)c2ccccc2)Oc2c(NS(=O)(=O)c3ccccc3)cccc2C1=O	46%[activator]	-2%	1%	x	-1	-1%	-12%	2%	x
c1ccc(CCn2c(SCc3ccccc3)nnc2-c2ccncc2)cc1	16%	3%	2%	-22%[59 µM]	1	i	-4%	11%	-2%
CC(C)C(NS(=O)(=O)c1cccc(C(F)(F)F)c1)C(=O)NCc1cccs1 (stereo unspecified)	34%[activator]	0%	-4%	9%[12.7 µM]	-1	i	-8%	2%	-2%
CC[C@@H]1[C@H]2CCCC(=O)N3CC[C@@H](C[C@@H]1OC(=O)NCc1ccccc1)[C@@H]23	28%	-2%	1%	23%	3	-1%	-22%	-1%	-1%
COc1ccc(C2CC(c3cccs3)=NN2C(=O)CN2CCCCC2)cc1 (stereo unspecified)	38%	7%	-3%	-7%	-2	i	0%[57.1 µM]	-5%	-27%
Cc1ccc(NS(=O)(=O)c2cc(Br)cnc2N)c(Cl)c1	24%	-2%	u	-2%	-5	-1%	-12%	3%	-20%
COc1ccccc1/C=C/C(=O)NC(=S)N1CCN(C)CC1	33%	-2%	3%	u	1	i	-9%	-3%	-19%
O=C(CCN1C(=O)c2ccccc2C1=O)Nc1ccc(F)cc1F	41%[activator]	0%	-12%	-13%	2	-1%	-3%	-1%	-1%
C=CCn1c(SCC(=O)c2ccc(Br)cc2)nnc1C(C)NC(=O)Cc1ccc(OC)cc1 (stereo unspecified)	36%	5%	-2%	-16%	4	i	-8%	1%	10%
Cc1ccc2nc(N/N=C/c3ccccc3C#N)nc(-c3ccccc3)c2c1	22%	19%	-2%	22%	5	-3%	-22%	7%	-9%
CCCC(CCC)C(=O)NNc1cc(=O)c2c(=O)n(C)c(=O)n(C)c2[nH]1	14%	-4%	2%	x	4	3%	-9%	9%	-1%

Three entries from above, arranged by the value under G9a inh, descending.
SMILES | G9a inh
COc1ccc(CNC(=O)C2CCC(CNS(=O)(=O)c3cccs3)CC2)cc1 (stereo unspecified) | 11%
Cc1ccc(NS(=O)(=O)c2cc(Br)cnc2N)c(Cl)c1 | -2%
CCCS(=O)(=O)N1CCC(C(=O)NCCC(C)C)CC1 | -28%
